# KCNQ2 block: KCNQ2 potassium channel inhibitors, primary screen, cell-based, CHO-K1, FluxOR thallium flux, B-score (AID 2156) | B-score at 10 µM | 20 min; hits give low values | O88943 | 1.1% of 310,000 active;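 active = fluorescence ratio B-score at most minus 3 library SDs, with starting brightness B-score within 2 library SDs, cut at about -5.5 in these data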
# Target sequence (O88943 whole entry, looked up): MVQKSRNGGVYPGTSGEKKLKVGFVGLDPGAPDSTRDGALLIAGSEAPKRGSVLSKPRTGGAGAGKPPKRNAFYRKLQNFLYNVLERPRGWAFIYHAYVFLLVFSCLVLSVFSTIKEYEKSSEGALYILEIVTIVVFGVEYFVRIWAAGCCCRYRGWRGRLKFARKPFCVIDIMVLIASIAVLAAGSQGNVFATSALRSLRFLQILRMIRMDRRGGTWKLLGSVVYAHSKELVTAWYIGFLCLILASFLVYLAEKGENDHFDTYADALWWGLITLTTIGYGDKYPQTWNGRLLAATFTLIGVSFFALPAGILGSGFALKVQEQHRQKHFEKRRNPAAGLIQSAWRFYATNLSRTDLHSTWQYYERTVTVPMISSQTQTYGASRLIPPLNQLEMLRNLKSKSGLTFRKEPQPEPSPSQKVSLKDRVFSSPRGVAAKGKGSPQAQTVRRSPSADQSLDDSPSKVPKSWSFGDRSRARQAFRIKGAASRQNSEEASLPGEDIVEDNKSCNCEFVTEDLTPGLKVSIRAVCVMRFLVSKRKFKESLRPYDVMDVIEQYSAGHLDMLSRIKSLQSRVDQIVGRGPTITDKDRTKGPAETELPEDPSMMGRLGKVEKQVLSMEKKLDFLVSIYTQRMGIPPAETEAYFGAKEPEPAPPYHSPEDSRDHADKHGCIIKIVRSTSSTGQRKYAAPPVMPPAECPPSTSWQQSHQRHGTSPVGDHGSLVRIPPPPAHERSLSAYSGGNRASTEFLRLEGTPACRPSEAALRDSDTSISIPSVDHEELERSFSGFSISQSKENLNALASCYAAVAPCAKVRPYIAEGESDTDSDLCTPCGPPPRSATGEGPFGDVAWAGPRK
# CHT inh: human CHT choline transport inhibition | Q9GZV3 | B-score at 10 µM | 0.86% of 310,000 active | CHT-expressing cells, membrane potential dye, choline response; hits give low values;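 active = B-score over 3 SD under the library average, and starting fluorescence ratio not unusually high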;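 note: choline stimulus applied at its EC90 after an EC20 pre-addition; B-score computed on integrated fluorescence ratio after choline addition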
# An asterisk follows results filed as active; i = inactive; · = no result given.
SMILES,KCNQ2 block,CHT inh
CC(=O)c1cccc(NC(=O)Nc2ccc3c(c2)OCO3)c1,i,i
c1nc(N2CCC3(CC2)OCCO3)c2c3c(sc2n1)CCCC3,i,i
Cn1cccc1/C=N/n1c(-c2ccc(Cl)cc2Cl)n[nH]c1=S,i,i
CNC(=S)NCCN1CCOCC1,i,i
O=C(CCN1CCc2ccccc2C(c2ccccc2)C1)c1ccc2c(c1)OCCO2 (configuration not stated),i,-8.9*
CC1(C)CC(c2nc(-c3ccc(Br)cc3)cs2)CCS1 (configuration not stated),i,i
N/C(Cc1nc2ccccc2s1)=N\O,i,i
CC(=O)Cc1nsc(NC(=O)c2cc(-c3ccccc3Cl)oc2C)n1,i,i
COc1ccc(Br)cc1CN(C)C(C)C(=O)Nc1cc([N+](=O)[O-])ccc1OC (configuration not stated),i,i
Cc1ccccc1C(=O)Nc1ccc(S(=O)(=O)N2CCCC2)cc1,i,i
Cc1ccc(S(=O)(=O)N2CCC(=O)N(C(CO)Cc3ccccc3)CC2)cc1 (configuration not stated),i,i
COc1ccc(-n2nc(C(=O)N3CCN(Cc4ccc5c(c4)OCO5)CC3)c3ccccc3c2=O)cc1,i,i
Brc1ccc2ncnc(Nc3cccc4ccccc34)c2c1,i,i
CCc1nc(SCC(=O)c2ccc(C)c(C)c2)n[nH]1,i,i
CNC(=O)C1CCN(C(=O)c2ccc(-c3ccccc3)cc2)CC1,i,i

# 4 of the compounds above, field by field.
Cc1ccccc1C(=O)Nc1ccc(S(=O)(=O)N2CCCC2)cc1
  KCNQ2 block: i; CHT inh: i

O=C(CCN1CCc2ccccc2C(c2ccccc2)C1)c1ccc2c(c1)OCCO2 (configuration not stated)
  KCNQ2 block: i; CHT inh: -8.9*

CNC(=O)C1CCN(C(=O)c2ccc(-c3ccccc3)cc2)CC1
  KCNQ2 block: i; CHT inh: i

CCc1nc(SCC(=O)c2ccc(C)c(C)c2)n[nH]1
  KCNQ2 block: i; CHT inh: i

# Next part:
SMILES,KCNQ2 block,CHT inh
Cc1oc(CSCCSCc2cc(C(=O)O)c(C)o2)cc1C(=O)O,i,i
Cc1nc(/C=C/c2ccccc2)[nH]c(=O)c1-c1ccccc1,i,i
O=C(Cc1nc(-c2ccc(Br)s2)cs1)NCCN1CCOCC1,i,i
NC(Cc1c[nH]c2ccccc12)C(=O)NCc1ccco1 (configuration not stated),i,i
O=C(CNc1ccc(Oc2ccccc2)cc1)N1CCOCC1,i,i
CC(=O)C(C)n1cnc2scc(-c3ccc(C)cc3)c2c1=O (configuration not stated),i,i
Cc1occc1C(=O)Nc1sc2c(c1C(N)=O)CCCCC2,i,i
COc1cccc(NC2c3ccccc3C(=O)N2Cc2ccco2)c1 (configuration not stated),i,i
Cc1ccc(CNC(=O)C2CCCN2S(=O)(=O)c2ccc(Cl)cc2)cc1 (configuration not stated),i,i
CC1COC(=O)C(NNc2ccc(Cl)c(Cl)c2)=N1 (configuration not stated),i,i
COc1cccc(-c2cc(C(=O)NCC3CCCO3)c3cc(Br)cc(C)c3n2)c1 (configuration not stated),i,i
Cc1c(NC(=O)C2CCCO2)cccc1[N+](=O)[O-] (configuration not stated),i,i
COc1cccc(OC)c1C(=O)Nc1cc(C)on1,i,i
CC(=O)Nc1ccc(S(=O)(=O)NCCSCc2cccc(Cl)c2)cc1,i,i
Cc1[nH]n(-c2ccccc2)c(=O)c1C=Nc1ccc(S(=O)(=O)Nc2nccs2)cc1,i,i

# Next section, starting with the last 3 of the part before.
SMILES,KCNQ2 block,CHT inh
COc1cccc(OC)c1C(=O)Nc1cc(C)on1,i,i
CC(=O)Nc1ccc(S(=O)(=O)NCCSCc2cccc(Cl)c2)cc1,i,i
Cc1[nH]n(-c2ccccc2)c(=O)c1C=Nc1ccc(S(=O)(=O)Nc2nccs2)cc1,i,i
COCC(=O)NC1CCN(S(=O)(=O)c2cccc(C(C)=O)c2)CC1,i,-5.1*
O=C(CNCc1ccccc1)NC1C2CC3CC(C2)CC1C3 (configuration not stated),i,i
COc1ccc(N2CC(C(=O)N[C@@H](C)C(=O)NCc3ccccc3OC)CC2=O)cc1 (some centres not stated),i,i
CSC1=NCCN1C(=O)C12CC3CC(CC(C3)C1)C2,i,i
O=C1[C@H](O)[C@@H](O)C(=O)N1Cc1ccccc1,i,i
CCOC(=O)N1CCN(C(=O)C(CC)c2ccccc2)CC1 (configuration not stated),i,i
CCN(CC)CCNc1nc(C(F)(F)F)nc2c1nnn2Cc1ccccc1,i,i
O=C(COc1ccccc1O)Nc1ccc(Cl)cc1,i,i
NS(=O)(=O)c1ccc(NC(=O)C2CCCO2)cc1 (configuration not stated),i,i
Cn1c(CSc2nc3ccccc3n2C)nc2ccccc21,i,i
Cc1cccc(N2CCN(C(=O)c3cccc(N4C(=O)C5C6C=CC(C6)C5C4=O)c3)CC2)c1C (configuration not stated),i,i
CS(=O)(=O)c1ccc(C(=O)NC(Cc2ccccc2)c2ccccc2)cc1 (configuration not stated),i,i
CCOC(=O)c1cc(C#N)c(SCc2cccc3ccccc23)nc1C,i,i
C=CCSc1nc2ccccc2n2cnnc12,i,i
CC1CN(Cc2nc3c(c(=O)n(C)c(=O)n3C)n2CCCc2ccccc2)CC(C)O1 (configuration not stated),i,i
COc1ccc2c3c([nH]c2c1)C1(NCC3)C(=O)Nc2ccccc21 (configuration not stated),i,i
CN(C(=O)CC1C(=O)NCCN1Cc1cccc(C(F)(F)F)c1)C1CCOCC1 (configuration not stated),i,i
O=C(N/N=C/c1ccc(Cl)cc1)c1sccc1OCc1ccc(F)cc1,i,i
Cc1ccc(S(=O)(=O)NCC(=O)OCC(=O)c2c(N)n(C)c(=O)n(C)c2=O)cc1,i,i
O=C(Oc1ccc(Cl)c2cccnc12)c1cccc([N+](=O)[O-])c1,i,i
Cc1ccc(NC(=O)c2cccc(S(=O)(=O)N(C)c3ccccc3)c2)cc1S(=O)(=O)N1CCOCC1,i,i
CCSc1nnc(NC(=O)c2ccc(S(=O)(=O)N(C)C)cc2)s1,i,i
O=C(CCN1C(=O)c2ccccc2S1(=O)=O)Nc1cc(Cl)ccc1Cl,i,i
COc1ccc(/C=N/NC(=O)CCn2c3ccccc3c3ccccc32)cc1O,i,i
CCOc1ccccc1N1CCN(C(=O)/C=C/c2cccc([N+](=O)[O-])c2)CC1,i,i
O=C(c1ccncc1)N1CCN(C(=O)c2ccncc2)CC1,i,i
C=CCc1ccccc1Oc1cc(F)nc(N)n1,i,i
COc1ccccc1OCCC(=O)OCC(=O)Nc1cccc(Br)c1,i,i
CCCCC(=O)O[C@H]1CC[C@H]2[C@@H]3CCc4cc(O)ccc4[C@H]3CC[C@]12C,i,i
CN(C)c1cc(Cl)c2nonc2c1N,i,i
CCCOc1cc(C)c(S(=O)(=O)n2ccc(C)n2)cc1C,i,i
Cc1cc(OCC(=O)NC2CC(C)(C)NC(C)(C)C2)c2c(C)cc(=O)oc2c1,i,i
COc1ccc(CNC(=O)Cc2c(C(=O)O)[nH]c3ccccc23)c(OC)c1,i,i
CC(OC(=O)C1CCN(c2ccc(C(F)(F)F)cn2)CC1)C(=O)Nc1ccc(S(N)(=O)=O)cc1 (configuration not stated),i,i
COC(=O)c1cc(-c2ccccc2)on1,i,i
CN(C)CCCNC(=O)C(=O)Nc1ccc2c(c1)N(S(=O)(=O)c1cccs1)CCC2,i,i
Cc1nc2nc(CSc3ccc(Cl)cc3)cc(=O)n2[nH]1,i,i
CN1C(=O)SC(Nc2cccc3ccccc23)C1=O (configuration not stated),i,i
O=C(CCNC(=O)c1ccco1)NCc1ccccc1,i,i
CC[C@]1(c2ccccc2)C(=O)N(C(=O)OC)N1C(=O)OC,i,i
O=C(c1ccc(Br)cc1)N1CCN(S(=O)(=O)c2ccccc2)CC1,i,i
CCOC(=O)C1CCN(C(=O)/C=C/c2ccc(OC)cc2)CC1,i,i
Cc1ccc(C(=O)CSc2ccc(-c3cccnc3)nn2)cc1,i,i
Nc1c(NCc2ccccc2)c(=O)c1=O,i,i
COc1ccc(CCNC(=O)CN2C(=O)CCSc3ccccc32)c(OC)c1,i,i

# Sorted by SMILES length (ascending): some entries from above
SMILES,KCNQ2 block,CHT inh
Nc1c(NCc2ccccc2)c(=O)c1=O,i,i
CCOC(=O)C1CCN(C(=O)/C=C/c2ccc(OC)cc2)CC1,i,i
COc1ccc(CNC(=O)Cc2c(C(=O)O)[nH]c3ccccc23)c(OC)c1,i,i
Cc1cc(OCC(=O)NC2CC(C)(C)NC(C)(C)C2)c2c(C)cc(=O)oc2c1,i,i
CN(C)CCCNC(=O)C(=O)Nc1ccc2c(c1)N(S(=O)(=O)c1cccs1)CCC2,i,i

# (list continues)
SMILES,KCNQ2 block,CHT inh
Cc1ccccc1CN1CCCC(C(=O)Nc2ccccc2Oc2cccnc2)C1 (configuration not stated),i,i
COc1ccc(C(=O)NCCONC(=O)c2ccc(OC)cc2)cc1,i,i
Cc1ccc2cc(C#N)c(N3CCCN(S(=O)(=O)c4ccccc4)CC3)nc2c1,i,i
COc1ccc(-c2csc(N3C(=N)SCC3=O)n2)cc1,i,i
CC1CCCCN1C(=O)CSc1nc2ncccc2[nH]1 (configuration not stated),i,i
COc1ccccc1N1CCN(C(=O)Cn2ncc3c([nH]c4ccccc43)c2=O)CC1,i,i
COc1ccc(/C(C)=N/Nc2ccccc2Cl)c(O)c1,i,i
O=C(Nc1ccccc1)c1sc(N2CCOCC2)nc1-c1ccccc1,i,i
Cn1cc(C(=O)NCCO)c(=O)c2ccccc21,i,i
Cc1ccc(-c2cc(C(=O)N/N=C/c3ccccc3O)n[nH]2)o1,i,i
O=c1[nH]c(=S)[nH]c2scc(-c3ccc(Br)cc3)c12,i,i
C=CCNC(=O)C1CCN(S(=O)(=O)CC)CC1,i,i
COc1ccc(-c2nn(-c3ccccc3)cc2C(=O)NCC2CCCO2)cc1 (configuration not stated),i,i
CCN(CC)CCC(c1ccc2c(c1)OCO2)c1c(O)cc(OC)cc1OC (configuration not stated),i,i
COc1ccccc1-c1ccc(SCC(=O)NCCc2ccccc2)nn1,i,i
CC(C)C(=O)N(Cc1cc2ccccc2[nH]c1=O)C(C)C,i,i
CCCn1nnc(NC(=O)c2ccc(Cl)cc2Cl)n1,i,i
COc1ccc(CCNS(=O)(=O)c2cc3c4c(c2)CCN4C(=O)CC3)cc1,i,i
COc1cccc(C(=O)N[C@@H](C)C(=O)N2CCC3(CC2)NCCc2[nH]cnc23)c1,i,i
CCC(C(=O)NCc1ccco1)N(C(=O)CNS(=O)(=O)c1ccc(C)cc1)c1ccccc1OC (configuration not stated),i,·
O=C(NNC(=O)c1cccnc1)c1ccncc1,i,i
CC(=O)Nc1ccc(/C=N/Nc2ccc(C(=O)c3c(C)cc4ccccn34)cc2[N+](=O)[O-])cc1,i,i
COc1cc(C(=O)OCc2cc(=O)oc3c(C)c(C)ccc23)ccc1OC(F)F,i,i
Cc1cccc(-c2noc(CN(C(=O)/C=C/c3ccccc3Cl)C(C)C)n2)c1,i,i
NC(=O)CSc1nnc(-c2ccccc2)c(-c2ccccc2)n1,i,i
COc1cc(-c2nc3cnccn3c2Nc2ccccc2)ccc1O,i,i
Cc1nc(-c2ccc(S(=O)(=O)NCC3CCN(C(=O)OC(C)(C)C)CC3)s2)cs1,i,i
COc1cc(C(=O)n2cnc3ccccc32)c([N+](=O)[O-])cc1OC,i,i
N#Cc1ccc(NC(=O)C2CC(c3ccc(F)cc3)=NO2)cc1 (configuration not stated),i,i
C/C(CC(O)(/C=N/O)c1ccccc1)=N\O (configuration not stated),i,i
O=C(CCSc1nnc2ccccn12)Nc1ccc(F)cc1,i,i
CC12CCC(=O)N1C(C(=O)NCc1ccc(Cl)cc1Cl)CS2 (configuration not stated),i,i
COc1ccc(-c2cc(CNC(C)=O)on2)cc1,i,i
CCC(C)c1ccc(S(=O)(=O)N2CCN(S(=O)(=O)c3ccc(NC(C)=O)cc3)CC2)cc1 (configuration not stated),i,i
CC1(C)CC(=O)c2cc(C(=O)NCc3ccco3)c(=O)n(-c3ccc(Cl)cc3)c2C1,i,i
O=P(OC1CCCCC1)(OC1CCCCC1)C(O)c1ccccc1 (configuration not stated),i,i
CC(=O)Nc1ccc(-c2csc(NCc3ccccc3)n2)cc1,i,i
COc1ccc(C(=O)NCCc2cccc(Cl)c2)cc1OC1CCN(C(C)=O)CC1,i,i
Cc1ccc2nc(N3C(=O)C(O)=C(C(=O)c4ccco4)C3c3ccc(O)cc3)sc2c1 (configuration not stated),i,i
CCn1cc(C(=O)NCCC(=O)NCCO)c(=O)c2cc3c(cc21)OCO3,i,i
CC(NS(=O)(=O)c1ccc(Br)cc1)C(=O)NC1CCCCCC1 (configuration not stated),i,i
Nc1ccc(C(=O)N2CCN(S(=O)(=O)c3ccc(Cl)s3)CC2)cc1[N+](=O)[O-],i,i
COc1ccccc1CN1CCN(Cc2nc(Cc3ccccc3)no2)CC1,i,i
COc1cccc(CN2CCC(C(=O)N3CCN(c4ccccc4F)CC3)CC2)c1OC,i,i
COCCCNc1nc2ccccc2nc1NS(=O)(=O)c1ccc(OC)cc1,i,i
CN(CC(=O)Nc1ccccc1Cl)C(=O)c1cccc(S(=O)(=O)N2CCN(c3ccc(F)cc3)CC2)c1,i,i
Cc1ccc(/C=N/Nc2nc(N3CCCCC3)nc(N3CCCCC3)n2)o1,i,i
COc1ccc(OC)c(NC(=O)CC2C(=O)NCCN2C(=O)c2ccccc2)c1 (configuration not stated),i,i

# Single records, from the list above:
# COc1ccc(-c2cc(CNC(C)=O)on2)cc1 as listed: KCNQ2 block = i; CHT inh = i
# CCn1cc(C(=O)NCCC(=O)NCCO)c(=O)c2cc3c(cc21)OCO3 as listed: KCNQ2 block = i; CHT inh = i
# CN(CC(=O)Nc1ccccc1Cl)C(=O)c1cccc(S(=O)(=O)N2CCN(c3ccc(F)cc3)CC2)c1 as listed: KCNQ2 block = i; CHT inh = i

# Compound activity (PubChem BioAssay)
